Tau FP inhib – inhibitors of human tau fibril formation; K18 P301L tau heparin fibrillization, Alexa594 FP, 6 h; Potency, µM (series often up to 57.7 µM), for the others: at the top dose activity, negative = inhibition, actives largely listed as inhibitors; actives 0.39% (n = 280,000); AID 1468; note: nearly all actives have a fitted effect of over 55% in size
Target sequence (P10636 561-689 P618L limits assumed): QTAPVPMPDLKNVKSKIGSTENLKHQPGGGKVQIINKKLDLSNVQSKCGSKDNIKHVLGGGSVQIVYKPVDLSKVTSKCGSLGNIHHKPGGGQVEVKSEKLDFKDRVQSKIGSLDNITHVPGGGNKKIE
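Read-out: fluorescence polarization of Alexa 594-labeled tau (0.24 uM), 555 nm excitation, 632 nm emission. Mixtures held 15 uM unlabeled K18 P301L, compound and 20 uM heparin, pH 7 acetate buffer, incubated 6 hr at 37 C.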
TR SRC2 fluor cs – Texas Red fluorescence interference in TRb-SRC2 counter-screen. TRb/SRC2 Texas Red total fluorescence interference. Potency, µM (doses to about 106 µM), for the others: at the highest dose fluorescence change, negative = quenching. actives 0.29% (n = 280,000). AID 1479; active = well fitted curve in either direction with a large enough effect; inconclusive = small, poorly fitted or top-dose-only effect
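Human TRβ ligand-binding domain (0.6 uM) and Texas Red SRC2 peptide (20 nM) in Tris buffer with 1 uM T3 and 5% DMSO were incubated with pinned compound for 5 hr at ambient temperature. Total fluorescence was computed as S + 2P (555/632 nm).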
TRb SRC2 PPI – disrupts binding of human TR beta to SRC2; Potency, µM (top dose mostly 106 µM), without a hit: at the top dose activity change, negative = inhibition, usual class: inhibitors; actives 0.065% (n = 280,000); TRbeta-SRC2 peptide binding, fluorescence polarization; receptor liganded with 1 µM T3; P10828;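 note: plate controls were bound peptide for no effect and peptide without receptor for full effect; nearly all actives have a fitted effect of over 50% in size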
Target sequence (P10828 whole entry, looked up): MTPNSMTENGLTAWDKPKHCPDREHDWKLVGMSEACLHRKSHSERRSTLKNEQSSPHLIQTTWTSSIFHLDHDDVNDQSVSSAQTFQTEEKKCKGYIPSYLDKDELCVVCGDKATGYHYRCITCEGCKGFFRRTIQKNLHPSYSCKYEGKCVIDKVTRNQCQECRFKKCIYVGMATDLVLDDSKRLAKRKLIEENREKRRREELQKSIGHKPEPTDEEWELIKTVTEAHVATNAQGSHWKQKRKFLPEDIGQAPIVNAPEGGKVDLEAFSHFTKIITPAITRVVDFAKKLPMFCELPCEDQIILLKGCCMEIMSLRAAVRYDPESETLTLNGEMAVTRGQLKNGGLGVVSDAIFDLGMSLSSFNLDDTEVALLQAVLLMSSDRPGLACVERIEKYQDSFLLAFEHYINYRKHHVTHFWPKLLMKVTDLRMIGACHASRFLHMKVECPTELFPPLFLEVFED
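Polarization signal, normalized between peptide-alone and full complex controls, measured compound effects on T3-liganded human TRb LBD (0.6 uM) binding 20 nM Texas Red SRC2 peptide after 5 hr.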
Tau fibril ThT – inhibitors of human tau fibril formation, thioflavin T binding; AID 1460; P10636; recombinant tau K18 P301L (four-repeat tau fragment), heparin-induced fibrillization, ThT fluorescence; Potency, µM (series often up to 57.4 µM), inactives show at the top dose activity, negative = inhibition, actives largely listed as inhibitors; actives 2.1% (n = 270,000); note: nearly all actives have a fitted effect of over 55% in size
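In this qHTS, human K18 P301L tau is incubated with compound and heparin for 6 hr at 37 C, and Thioflavin T fluorescence then reports fibril load.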
KDM4E inh – JMJD2E (human) inhibition. B2RXH2. JMJD2E catalytic domain, FDH-coupled NADH fluorescence (FDH is formaldehyde dehydrogenase). Potency, µM (top dose mostly 57.1 µM), for the others: at the top dose activity change, negative = inhibition, most hits filed as inhibitors. actives 1.6% (n = 230,000). AID 2147; active = well fitted inhibition curve with a large enough effect, not every such curve was filed as active; inconclusive = small, poorly fitted or top-dose-only effect, or another doubt; inactive = no such curve, though single readings can be large or run the other way;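 note: 0% = wells with enzyme and -100% = buffer wells without enzyme; nearly all actives have a fitted effect of over 50% in size; many of its hits are not listed in these tables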
RECQ1 helicase – inhibitors of human RECQ1 DNA helicase; P46063; RECQ1 DNA unwinding, red fluorescence kinetic read; Potency, µM (doses to about 57.3 µM), without a hit: at the highest dose activity, negative = inhibition, usual class: inhibitors; actives 0.54% (n = 240,000);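 note: plate controls were vehicle for no effect and no enzyme for full effect; nearly all actives have a fitted effect of over 30% in size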
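50 nM RECQ1T1 preincubated 15 min with compound in Tris pH 8.0 buffer with MgCl2, DTT, Tween-20 and 2.5 ug/ml poly(dI-dC); started with 200 nM TAMRA/BHQ-2 forked duplex and 2 mM ATP. Unwinding read as fluorescence (525/598 nm), two reads 2 h apart.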
RGS12 GoLoco inh – blocks human Gai1 binding to RGS12 GoLoco peptide, red readout | P63096 | Gai1:RGS12 GoLoco peptide FP, rhodamine, 10 min | Potency, µM (top dose mostly 61.6 µM), inactives show top-dose activity, negative = inhibition, most hits filed as inhibitors | actives 0.44% (n = 230,000) | AID 880; active = well fitted inhibition curve with a large enough effect, not every such curve was filed as active; inactive = no such curve, though single readings can be large or run the other way; note: nearly all actives have a fitted effect of over 30% in size; many of its hits are not listed in these tables
Target sequence (P63096 whole entry, looked up): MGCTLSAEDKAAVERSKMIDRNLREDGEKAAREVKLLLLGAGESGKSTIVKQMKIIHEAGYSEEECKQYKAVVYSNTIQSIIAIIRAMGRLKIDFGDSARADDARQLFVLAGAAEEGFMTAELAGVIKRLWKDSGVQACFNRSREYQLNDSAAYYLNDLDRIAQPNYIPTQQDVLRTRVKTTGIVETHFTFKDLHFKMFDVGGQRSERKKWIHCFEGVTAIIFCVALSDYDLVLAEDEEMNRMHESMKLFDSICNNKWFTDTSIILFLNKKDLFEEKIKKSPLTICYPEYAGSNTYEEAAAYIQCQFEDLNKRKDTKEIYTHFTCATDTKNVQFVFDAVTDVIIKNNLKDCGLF
L3MBTL1 inh – inhibitors of human L3MBTL1. Potency, µM (series often up to 57.1 µM), without a hit: top-dose activity, negative = inhibition, usual class: inhibitors. actives 0.66% (n = 230,000). Q9Y468. AlphaScreen L3MBTL1–H3K9me1 peptide binding; note: nearly all actives have a fitted effect of over 60% in size
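Read-out is AlphaScreen signal from streptavidin donor and nickel chelate acceptor beads (10 ug/mL final each) bridging L3MBTL1 (50 nM) and biotinylated K9-monomethylated H3(1-15) peptide (75 nM), after 30 min compound exposure at room temperature.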
* = called active by the depositor; i = inactive; ? = inconclusive; . = not tested or not shown; [ ] = dose if it differs, or a comment. Unless noted, calls come from the whole dose curve; as a rule, active = well fitted curve in the direction sought with a large enough effect; inconclusive = small, poorly fitted or top-dose-only effect, or another doubt; inactive = no such curve, though single readings can be large; an effect the other way counts as inactive or inconclusive. Unless noted, % is set by controls: 0 for no effect and ±100 for the full control effect; potency is the fitted concentration of half-maximal effect.

Start of the data: the first four compounds, to show the layout:
SMILES	Tau FP inhib	TR SRC2 fluor cs	TRb SRC2 PPI	Tau fibril ThT	KDM4E inh	RECQ1 helicase	RGS12 GoLoco inh	L3MBTL1 inh
CCOC(=O)c1sc(=S)n(-c2ccccc2Cl)c1C	-8%	2%	-2%	-14%	-3%	-11%	5%	-12%
Cc1ccccc1C(=O)NC(=S)Nc1sc2c(c1C#N)CCCC2	-15%	1%	-1%	-19%	0%	-4%	5%	-11%
COc1ccc(NC(=O)Nc2ccc(C)cc2Br)c(OC)c1	10%	4%	-4%	-3%	10%	i	7%	10%
O=C(NC1CCN(C(=O)N2c3ccccc3Sc3ccccc32)CC1)c1ccco1	13%	-4%	2%	-13%	4%	-9%	-10%	-4%

The whole of this part, previewed entries included:
SMILES	Tau FP inhib	TR SRC2 fluor cs	TRb SRC2 PPI	Tau fibril ThT	KDM4E inh	RECQ1 helicase	RGS12 GoLoco inh	L3MBTL1 inh
CCOC(=O)c1sc(=S)n(-c2ccccc2Cl)c1C	-8%	2%	-2%	-14%	-3%	-11%	5%	-12%
Cc1ccccc1C(=O)NC(=S)Nc1sc2c(c1C#N)CCCC2	-15%	1%	-1%	-19%	0%	-4%	5%	-11%
COc1ccc(NC(=O)Nc2ccc(C)cc2Br)c(OC)c1	10%	4%	-4%	-3%	10%	i	7%	10%
O=C(NC1CCN(C(=O)N2c3ccccc3Sc3ccccc32)CC1)c1ccco1	13%	-4%	2%	-13%	4%	-9%	-10%	-4%
Cc1ccc(N2CC(NC(=O)CCc3ccccc3)CC2=O)cc1 (centres undefined)	-12%	-1%	5%	0%	.	.	.	.
CC(=O)c1ccc2cccc3c2c1N=CN3C	-8%	-2%	-1%	-17%	-2%	-4%	.	-1%
CCOC(=O)c1ccc2c(c1)nc(SCC(=O)c1cc3ccccc3o1)n2CC	-9%	9%	1%	?	-8%	?	180%[activator]	.
Cn1cc(-c2cc3n(n2)CCC(=O)N3CCCC(=O)NCc2ccc(F)cc2)c2ccccc21	-1%	-3%	-5%	1%	.	.	.	.
O=C(CSc1nnc(-c2ccccc2)n1CC1CCCO1)N1CCCC1 (centres undefined)	4%	0%	-1%	-3%	3%	-2%	1%	9%
C=CCn1c(N)cc(=O)nc1SCC(=O)Nc1ccccc1	-3%	1%	0%	0%	-1%	9%	8%	5%
O=P(CCCCCCCCCP(=O)(c1ccccc1)c1ccccc1)(c1ccccc1)c1ccccc1	1%	-3%	-7%	?	-8%	i	3%	.
Cc1ccc(-n2nc(CO)c(C(=O)NCc3ccccn3)n2)cc1	0%	-1%	-8%	-10%	.	.	.	.
CS(=O)(=O)N(CCc1ccccc1)CC(=O)N1CCN(Cc2ccc3c(c2)OCO3)CC1	0%	-1%	-15%	5%	0%	i	0%	.
COCC1CCN(Cc2nc(Cc3ccccc3Cl)no2)CC1	-3%	-1%	-2%	5%	11%	i	0%	4%
COC(=O)/C=C/c1sc2nc(C)cc(C)c2c1N=CN(C)C	5%	-3%	-3%	?	-15%	0%	1%	.
O=C(C1CCC1)N1CCCc2cc(S(=O)(=O)N3CCN(c4cccc(Cl)c4)CC3)ccc21	7%	1%	-2%	4%	.	.	.	.
Cc1ccc(C(=O)O)cc1Nc1ncnc2sc3c(c12)CCC3	-5%	0%	-1%	?	-1%	-3%	-3%	.
Cc1ccc(S(=O)(=O)NCCCCCC(=O)NC(C)(C)CO)cc1	-1%	0%	3%	-18%	6%	-7%	-4%	2%
CC(C)(C)NS(=O)(=O)c1ccc(CCC(=O)N2CCCC2)cc1	5%	5%	-1%	-1%	0%	i	7%	14%
Cc1ccc(C(=O)N2c3ccccc3N(Cc3ccccc3)C(=O)C2(C)C)cc1	0%	2%	11%	-4%	-7%	-19%	12%	21%
CCOC(=O)c1sc(Nc2nc3c(OC)cccc3s2)nc1C	4%	-3%	4%	?	?	-4%	9%	-2%[11.4 µM]
Nc1nc(Sc2ncccc2[N+](=O)[O-])n[nH]1	-5%	-3%	2%	.	3%	i	13%	.
Cc1ccn2c(Nc3ccc(C(C)C)cc3)c(-c3ccsc3)nc2c1	5%	-1%	1%	-7%	.	.	.	.
Cc1cccc(CNC(=O)c2ccc3nc(Cc4ccccc4)oc3c2)c1	-7%	5%	11%	-14%	.	.	.	.
CCN(CC)CCN(Cc1cc2cc3c(cc2[nH]c1=O)OCO3)C(=S)NCC1CCCO1 (centres undefined)	1%	0%	8%	-1%	?	i	9%	-3%
Cc1c(Cl)cccc1NC(=O)N1CCCC1	6%	-1%	-1%	-3%	-4%	-9%	7%	6%
CCC1CCC(C(=O)NC(CCSC)C(=O)NCCN(CC(C)C)CC(C)C)CC1 (centres undefined)	-4%	-2%	5%	-7%	0%	-11%	4%	.
Cc1ccc2c(c1)C(O)(C1COC(C)(C)CC1=O)C(=O)N2C (centres undefined)	-6%	-1%	-5%	-13%	10%	-6%	51%[activator]	5%
Cc1[nH]n(-c2ccccc2)c(=O)c1C(=O)c1ccc(Cl)cc1	6%	-1%	-1%	-11%	-23%	-9%	6%	16%
COc1ccc(CNC(=O)c2ccc(=O)oc2)cc1OC	-2%	1%	1%	-9%	-3%	?	.	5%

The final two records of the part above are carried over, then new ones follow:
SMILES	Tau FP inhib	TR SRC2 fluor cs	TRb SRC2 PPI	Tau fibril ThT	KDM4E inh	RECQ1 helicase	RGS12 GoLoco inh	L3MBTL1 inh
Cc1[nH]n(-c2ccccc2)c(=O)c1C(=O)c1ccc(Cl)cc1	6%	-1%	-1%	-11%	-23%	-9%	6%	16%
COc1ccc(CNC(=O)c2ccc(=O)oc2)cc1OC	-2%	1%	1%	-9%	-3%	?	.	5%
NNC(=O)c1sccc1OCc1ccc(F)cc1	9%	0%	-3%	0%	7%	-3%	1%	1%
COc1cc2ncnc(NCc3ccccc3C)c2cc1OC	-5%	4%	-1%	-20%	-8%	14%	-1%	1%
COc1ccc(Cl)cc1NC(=O)c1nnn(Cc2cccc(C(F)(F)F)c2)c1N	?	3%	-15%	2%	.	.	.	.
Cc1cc(NC(=O)CSc2nnc(-c3ccc(Br)o3)n2Cc2ccccc2)no1	2%	0%	-1%	-17%	-6%	2%	-2%	-3%
O=C(c1cc2c(s1)CCCC2)N1CCN(S(=O)(=O)c2ccccc2C(F)(F)F)CC1	?	2%	-3%	-9%	-2%	-12%	5%	-3%
CC1CCN(S(=O)(=O)c2ccc3c(c2)oc(=O)n3CC(=O)N2CCCCC2)CC1	-1%	-2%	4%	-1%	.	.	.	.
C#CCOCCOCCOCCNc1nc(N2CCN(C(=O)[C@H]([C@@H](C)CC)n3cc([C@@H](N)CC(C)C)nn3)CC2)nc(N2CCN(C(=O)[C@H](Cc3ccc(O)cc3)n3cc([C@@H](N)C(C)CC)nn3)CC2)n1 (some centres undefined)	9%	-1%	-1%	-4%	-7%	-8%	2%	-3%
C=CCNc1scc(-c2ccccc2)[n+]1CC=C	-2%	-1%	11%	-6%	-1%	-4%	5%	.
O=C(CC12CC3CC(CC(C3)C1)C2)NCC(=O)N1CCc2ccccc2C1	-1%	-1%	4%	-3%	1%	8%	-23%	.
O=C(Nc1c(C(=O)N2CCN(c3ccc(F)cc3)CC2)oc2ccccc12)c1ccco1	-1%	-5%	5%	?	.	.	.	.
Clc1cccc(-c2ccc(/C=N/n3cnnc3)o2)c1Cl	11%	-7%	2%	-9%	?	-1%	-6%	1%
CCCSC1=C(C#N)C2(CCCCC2)C(C#N)=C(N)N1	-2%	1%[53 µM]	6%[53 µM]	-11%	-20%	21%	12%	-17%
Cc1nn(-c2ccc(F)cc2)c2sc(C(=O)N3CCCCCC3)cc12	5%	-2%	-2%	1%	-1%	-3%	9%	18%
N=c1sccn1CC(=O)Nc1cccc(S(N)(=O)=O)c1	-5%	-2%	-7%	3%	0%	-9%	6%	23%
O=c1c2sc(-c3ccccc3)cc2nc2n1CCC2	6%	2%	-13%	-20%	?	i	-8%	0%
C#CCOC(=O)C[N+](C)(C)CC=C	5%	-3%	4%	-11%	6%	0%	6%	0%
Cc1cc(C)cc(OCC(=O)N(Cc2ccco2)Cc2ccccc2Cl)c1	-7%	-25%	-8%	-16%	.	.	.	.
CCCn1c(SCC(=O)Nc2nc3c(s2)CCCC3)nc2c1c(=O)n(C)c(=O)n2C	1%	-1%	-3%	-6%	-6%	i	-10%	9%
Clc1ccccc1CONc1ncnc2nonc12	-2%	-1%	-8%	-3%	2%	1%	15%	3%
O=C(Cc1cccs1)N1CCN=C1SCc1ccccc1F	10%	1%	-10%	-13%	2%	2%	3%	3%
CC(Oc1ccccc1)C(=O)Nc1cccc(-c2cn3cccnc3n2)c1 (centres undefined)	-3%	-6%	2%	-15%	.	.	.	.
CC(=O)c1ccc(OCCCC(=O)NC2=NCCS2)cc1	3%	-7%	-9%	-8%	0%	-8%	-6%	39%[activator]
CCc1ccc(NC(=O)c2ccc(CN3CC(=O)N4CCCCC4C3=O)cc2)cc1 (centres undefined)	4%	-14%	-5%	-2%	.	.	.	.
CCOC(=O)c1ccccc1Nc1cc(C)nc2nc(C)nn12	3%	-4%	4%	-1%	4%	10%	7%	24%
CCN(CC)CCn1c(NC(=O)c2ccc(Cl)cc2)nc2ccccc21	0%	-3%	1%	1%	-1%	i	17%	.

Bioassay records as filed in PubChem BioAssay.

Some of the compounds tested. The share of hits here may be higher or lower than overall.
